CAL PDZ FP-1 = blocks peptide binding to human CAL PDZ domain. 0.02% of 330,000 active. purified CAL PDZ, TMR-peptide fluorescence polarization, 1 h. inhibition, % at 20 µM. AID 504414;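 active = highest replicate inhibition of at least 40%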;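 note: plate controls were DMSO neutral control wells for no effect and unlabeled competitor peptide control wells for full effect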
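System: tagged CAL PDZ domain. Schedule: 1 h room-temperature incubation prior to read. Signal: fluorescence polarization (mP). Measure: percent inhibition from loss of millipolarization.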
DSG3 Ab inh = inhibitors of pemphigus antibody binding to human desmoglein-3; P32926; 0.48% of 310,000 active; DSG3-coupled beads, scFv-anti-DSG3-GFP binding, flow cytometry; stronger effect = lower value; binding (percent of control), % at 10 µM;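 active = binding more than 3 SD below its plate's average and above zero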;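 note: hits lower antibody fragment binding to DSG3; some compounds called inactive have numbers as strong as hits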
DAGLB inh = diacylglycerol lipase beta (human) inhibition | Q8NCG7 | HEK293T DAGLB membrane lysate, EnzChek fluorogenic substrate | inhibition, % at 5.17 µM | 0.059% of 340,000 active; in the data active = inhibition above about 34%;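 note: 0% = enzyme with vehicle and 100% = wells lacking enzyme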
V-ATPase pH = alters yeast V-ATPase proton transport. S. cerevisiae, pHLuorin cytosolic pH fluorescence. response, % at 10 µM. 0.37% of 350,000 active. AID 504577; in the data active = response mostly above about 7.3%, no sharp cut-off; inactive = mostly below about 5.4%; note: actives read high; inactives centre near 0; some compounds called inactive have numbers as strong as hits; reference of the scale not given here
NSD2 inh = inhibitors of human histone methyltransferase NSD2 | inhibition, % at 12.5 µM | 0.54% of 310,000 active | NSD2 peptide methylation, AlphaScreen, 120 min | O96028 | AID 743445; in the data active = inhibition above about 50%
RTF Ca sens inh = cardiac RTF calcium desensitization. inhibition, % at 7.15 µM. P19429+P45379. 0.12% of 340,000 active. IANBD-labeled cardiac RTF, Ca2+ fluorescence. AID 493244;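 active = inhibition above the mean inhibition of all tested compounds plus 3 SD, cut at about 17% in these data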;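 note: assay run at fixed EC70 calcium of 1.6 mM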
Arrestin-AP2 inh = inhibitors of human beta-arrestin and AP2 interaction; FITC-arrestin peptide / GST-AP2 beads, flow cytometry; AP2 beta2 appendage carries R879A mutation; 0.31% of 340,000 active; inhibition, % at 10 µM;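 active = inhibition above a set limit, near 3 SD of compounds lacking own fluorescence, cut at about 54% in these data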;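 note: plate controls were DMSO wells for no effect and 5 µM unlabelled arrestin peptide for full effect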
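Test system: GST-tagged AP2 beta2-adaptin appendage (R879A) on 4 µm glutathione beads; also added: fluorescein-tagged arrestin peptide at 50 nM final; timing: 12 min plus 1 h, RT; signal: flow cytometry, FL1 (488/535 nm); read-out: percent drop in bead-associated FITC signal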
CAL PDZ FP-2 = CAL PDZ (human) peptide binding inhibition; purified CAL PDZ, TMR-peptide fluorescence polarization, 1 h; 0.92% of 300,000 active; inhibition, % at 24.9 µM; Q9HD26; AID 602252;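 active = mean inhibition of at least 30% with at least half of replicates also reaching 30%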;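 note: 0% = DMSO neutral control and 100% = excess unlabeled competitor peptide PRC23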
C-LANA FP = inhibitors of KSHV LANA C-terminal domain DNA binding | MBP-C-LANA/FAM-LBS DNA binding, fluorescence polarization | inhibition, % at 9 µM | 0.078% of 340,000 active | AID 504423;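 active = highest replicate inhibition at or above 60% at 9 µM, even if other replicates fall short; inactive = all replicates below 60% inhibition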;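 note: 0% = neutral control wells and 100% = 4 µM acridine orange control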
Keap1 Nrf2 FP = inhibitors of human Keap1-Nrf2 protein-protein interaction; Q14145; Keap1 Kelch-Nrf2 peptide fluorescence polarization, 1536-well; inhibition, % at 9.4 µM; 0.15% of 340,000 active; AID 504523; in the data active = inhibition above about 12%;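 note: human Keap1 Kelch domain with fluorescein labeled Nrf2 9mer peptide probe; 0% = neutral control wells and 100% = peptide positive control; higher means more block of Keap1 binding to Nrf2 peptide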
Target sequence (Q14145 whole entry, looked up, the tested form may be a part): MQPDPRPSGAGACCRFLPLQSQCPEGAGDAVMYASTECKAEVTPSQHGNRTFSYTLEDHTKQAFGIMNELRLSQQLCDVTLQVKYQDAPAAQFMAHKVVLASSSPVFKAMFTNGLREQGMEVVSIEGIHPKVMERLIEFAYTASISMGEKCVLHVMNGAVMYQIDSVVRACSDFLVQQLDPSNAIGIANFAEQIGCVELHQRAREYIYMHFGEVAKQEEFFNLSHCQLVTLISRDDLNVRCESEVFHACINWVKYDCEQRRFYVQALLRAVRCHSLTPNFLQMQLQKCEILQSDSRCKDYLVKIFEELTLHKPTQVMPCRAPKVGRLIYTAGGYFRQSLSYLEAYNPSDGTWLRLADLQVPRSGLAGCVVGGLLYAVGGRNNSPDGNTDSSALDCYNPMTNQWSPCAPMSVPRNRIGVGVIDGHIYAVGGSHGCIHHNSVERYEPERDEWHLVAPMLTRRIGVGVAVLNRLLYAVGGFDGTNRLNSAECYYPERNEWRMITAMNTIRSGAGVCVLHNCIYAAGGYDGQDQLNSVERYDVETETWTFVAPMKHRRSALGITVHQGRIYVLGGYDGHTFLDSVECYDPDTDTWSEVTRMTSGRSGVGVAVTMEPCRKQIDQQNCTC
Active calls of the source: *; · = no result given; & = joins results of further samples.

SMILES,CAL PDZ FP-1,DSG3 Ab inh,DAGLB inh,V-ATPase pH,NSD2 inh,RTF Ca sens inh,Arrestin-AP2 inh,CAL PDZ FP-2,C-LANA FP,Keap1 Nrf2 FP
COc1ccc(Br)cc1C1N2CC3(C)CN1CC(C)(C2)C3=O (centres undefined),-0.3,·,0,-3,0,-5,-2,-2,2.6,-2
Cc1cccc(NC2=Nc3ccccc3N3C2=Nc2c(c(C)nn2-c2ccccc2)C3c2ccc(O)c(O)c2)c1 (centres undefined),0.6,106,18,-4,-1,-36,3,-16,3.2,0
CS(=O)(=O)N1N=C(c2ccccc2)CC1c1ccc2nccnc2c1 (centres undefined),-3.2,132,0,-1,0,-4,10,0,2.5,-6
CCn1c(=O)c(C(=O)NCc2ccccn2)c(O)c2ccccc21,-3.8,·,-8,-1,1,-2,9,-2,0.8,0
O=C(COC(=O)CN1C(=O)NC2(CCCC2)C1=O)Nc1ccc(C(F)(F)F)cc1[N+](=O)[O-],-0.3,93,0,-1,-2,-3,5,9,-3.5,-3
O=C(NCCc1ccc(Cl)cc1)C1=CC=CN2CCS(=O)(=O)N=C12,-0.6,98,1,-1,0,-1,-4,-4,-0.4,-2
COC(=O)COc1ccc(C2NC(=O)NC(c3ccccc3)=C2C(C)=O)cc1Br (centres undefined),-0.9,112,1,-2,0,-7,3,-3,1.0,-2
CC(=O)c1cccc(OCC(=O)Nc2ccccc2N2CCOCC2)c1,-1.2,83,-6,0,-3,-4,-5,2,-1.5,-4
O=C(NCC(=O)N(c1ccc(F)cc1)C(C(=O)NCC1CCCO1)c1ccccc1)c1ccco1 (centres undefined),-3.5,102,2,3,-3,-6,34,-5,1.2,1
Cc1nc(C)c(C(=O)N/N=C/c2ccco2)s1,0.3,106,2,-1,2,7,-21,-2,0.0,-4
COc1cccc(OCc2nnc(SCC(=O)NCc3ccco3)n2C)c1,-1.2,·,-2,-2,-3,0,14,-2,3.1,-2
N#Cc1ccccc1NC(=O)CSc1n[nH]c(-c2ccco2)n1,-0.4,104,0,4,2,-7,-11,-2,1.2,-2
O=C(CSc1ccc(Cl)cc1)NCC1CCCO1 (centres undefined),·,100,2,1,2,-6,-14,-7,-3.3,-7
O=C(CSc1nnc(-c2ccncc2)o1)Nc1ccccc1Cl,-0.8,101,-1,-1,21,-13,4,-4,-0.8,1
O=C(CSC(=S)N1CCOCC1)Nc1ncc2c(n1)CCCC2=O,-0.2,·,2,0,0,-4,-7,-9,-0.9,-3

Next part; it opens with the four that closed the last part.
SMILES,CAL PDZ FP-1,DSG3 Ab inh,DAGLB inh,V-ATPase pH,NSD2 inh,RTF Ca sens inh,Arrestin-AP2 inh,CAL PDZ FP-2,C-LANA FP,Keap1 Nrf2 FP
N#Cc1ccccc1NC(=O)CSc1n[nH]c(-c2ccco2)n1,-0.4,104,0,4,2,-7,-11,-2,1.2,-2
O=C(CSc1ccc(Cl)cc1)NCC1CCCO1 (centres undefined),·,100,2,1,2,-6,-14,-7,-3.3,-7
O=C(CSc1nnc(-c2ccncc2)o1)Nc1ccccc1Cl,-0.8,101,-1,-1,21,-13,4,-4,-0.8,1
O=C(CSC(=S)N1CCOCC1)Nc1ncc2c(n1)CCCC2=O,-0.2,·,2,0,0,-4,-7,-9,-0.9,-3
CC(=O)Nc1ccc(S(=O)(=O)Oc2cccc(N3C(=O)C4CC=CCC4C3=O)c2)cc1 (centres undefined),-1.6,·,0,-3,-2,-6,-2,-3,-1.2,2
COc1ccc(CNc2cc(C)ccc2C)c(OC)c1OC,-1.5,94,-5,4,1,-9,-3,·,-0.9,-2
CC(C)NC(=O)CSc1nnc(-c2ccc3ncccc3c2)n1C,0.8,120,-2,-2,-5,4,8,·,0.6,-2
COc1ccc(Cl)cc1NC(=O)C/C(C)=N/NC(=O)COc1ccc(C)cc1,0.4,101,-4,0,3,-10,-2,6,-1.1,-3
COc1ccccc1N1CCN(C(=O)NCc2cccc(C(F)(F)F)c2)CC1,-2.4,·,10,2,-6,-3,-8,·,0.5,1
COc1cccc(CNC(=O)CNS(=O)(=O)c2ccc(Br)s2)c1,-2.6,·,-3,1,·,0,8,8,-1.1,-3
CCOc1ccc(-c2c(=O)n(OCc3ccccc3Br)c3ccccc3[n+]2[O-])c(OCC)c1,-0.2,103,-5,3,-2,-1,-4,·,0.7,-3
C[C@]12c3[nH]c4cc(-c5ccco5)ccc4c3CCN1C(=O)[C@@H](CC(=O)NCCc1ccccn1)C[C@@H]2C(=O)N1CCOCC1,0.1,101,2,-2,·,-4,-4,0,0.6,-3
Cc1nn(CC(C)C)c(Cl)c1C(=O)NCC(C)(C)N1CCOCC1,·,103,-1,-1,-1,·,·,·,·,·
Cc1cccc(N(CC(N)=O)S(C)(=O)=O)c1C,0.1,·,1,-3,-8,-1,5,·,0.5,-2
Clc1ccc(/C=N/N2CCN(Cc3ccccc3Cl)CC2)cc1,-0.8,90,-9,3,·,3,-4,1,-1.2,0
CC(C)(C)Nc1nc(NCc2cccnc2)nc(N2CCOCC2)n1,-1.2,105,1,2,-3,-7,3,-4,0.9,-2
Cc1ccc(N2CC(O)(c3cccs3)[N+]3=C2CCCC3)cc1 (centres undefined),-1.6,130,0,-2,2,3,8,-4,0.6,-4
CCCCNCC(=O)Nc1ccc(NC(=O)CNCCCC)cc1,-1.7,·,0,0,4,4,1,-4,0.7,-10
O=C(NCCc1ccccc1)c1cnc2sccn2c1=O,-1.6,103,-3,-2,·,-6,-7,·,-0.3,-1
Cc1ccc(C)n1-c1ncc(Br)cn1,-0.7,97,-2,0,17,-6,-3,-7,1.1,4
Nc1nnnn1CC(=O)OCc1cccc(Br)c1,-1.6,94,-1,0,4,-3,-8,·,0.2,1
CCOc1ccc(NC(=O)CN(C)C(=O)CSc2ccccc2)cc1OCC,-1.6,109,-3,-3,2,-8,-7,-1,0.1,-2
CCOC(=O)Cn1c(-c2nonc2NC(=O)c2ccccc2F)nc2ccccc21,-0.2,·,-4,1,·,5,18,-4,0.2,-7
FC(F)Oc1ccccc1/C=N/Nc1nc2ccccc2o1,-2.0,107,-3,0,0,3,25,-1,0.1,1
Cc1ccc(C(=O)N2CCC(C)CC2)cc1S(=O)(=O)N1CCCCC1,-0.4,105,-4,-1,-6,-2,22,-3,-0.6,-2
CCC(OC(=O)C(CC(C)C)NC(=O)c1ccccc1)C(=O)Nc1nnc(C)s1 (centres undefined),-0.1,101,-1,1,·,-10,-9,-1,-0.9,-4
CN1CCN(C(=O)c2cc3c(n(-c4ccccc4)c2=O)CC(C)(C)CC3=O)CC1,1.7,·,-6,1,-3,6,-1,0,-1.9,-4
CCOC(=O)N1CCN(C(=O)C2CCCN(c3ncnc4c3nc3n4CCCCC3)C2)CC1 (centres undefined),-1.0,·,0,-1,4,-3,2,5,-0.3,-1
Cc1cc(NC(=O)COC(=O)CNS(=O)(=O)c2ccc(C)c(C)c2)no1,-1.7,100,0,1,-7,3,-14,0,-0.4,-4
CCCC[C@H](CC(=O)c1ccccc1)[C@@H](OC(C)=O)C(=O)Oc1c(C(C)C)cccc1C(C)C,-0.7,105,-13,4,·,5,1,-3,-2.5,-2
Cc1c([N+](=O)[O-])c([N+](=O)[O-])nn1CC(=O)NCCc1ccccc1,-2.1,99,2,4,0,6,7,-1,0.1,-1
O=C(O)c1ccc(-n2nc(C(F)(F)F)c3c2CCCC3)cc1,-18&-0.9,99,0&0,-1&0,0&-1,-9&-3,15&3,2&-3,-1.3&14,-3&2
O=C(COC(=O)c1ccco1)NCCNC(=O)COC(=O)c1ccco1,-2.1,·,-4,-2,0,-6,4,-6,1.1,3
COc1ccc(CN(CCC(c2ccc(F)cc2)C2CCOC(C)(C)C2)C(=O)c2ccco2)cc1 (centres undefined),-2.0,96,-10,1,6,-5,8,-7,-0.2,3
O=C(O)CCC(=O)NNc1ncnc2ccccc12,-0.2,113,-2,-1,4,-18,-5,-6,0.2,-2
CC(=O)c1ccc(NC(=O)C2CC(c3ccc(F)cc3)=NO2)cc1 (centres undefined),-0.1,101,3,1,2,6,-11,-4,-0.3,1
CC(CSc1nnnn1-c1ccccc1)Cn1c(N2CCN(C)CC2)nc2c1c(=O)[nH]c(=O)n2C (centres undefined),-2.1,127,-1,0,·,4,5,-3,0.6,-4

Sorted by value in CAL PDZ FP-2 (falling): four from the list above
SMILES	CAL PDZ FP-2
Cc1c([N+](=O)[O-])c([N+](=O)[O-])nn1CC(=O)NCCc1ccccc1	-1
Cc1ccc(C(=O)N2CCC(C)CC2)cc1S(=O)(=O)N1CCCCC1	-3
CC(=O)c1ccc(NC(=O)C2CC(c3ccc(F)cc3)=NO2)cc1 (centres undefined)	-4
COc1ccc(CN(CCC(c2ccc(F)cc2)C2CCOC(C)(C)C2)C(=O)c2ccco2)cc1 (centres undefined)	-7

Record cards, as listed above. Screens in order: CAL PDZ FP-1	DSG3 Ab inh	DAGLB inh	V-ATPase pH	NSD2 inh	RTF Ca sens inh	Arrestin-AP2 inh	CAL PDZ FP-2	C-LANA FP	Keap1 Nrf2 FP
`Cc1cc(NC(=O)COC(=O)CNS(=O)(=O)c2ccc(C)c(C)c2)no1` is listed with -1.7	100	0	1	-7	3	-14	0	-0.4	-4
`O=C(COC(=O)c1ccco1)NCCNC(=O)COC(=O)c1ccco1` is listed with -2.1	·	-4	-2	0	-6	4	-6	1.1	3
`FC(F)Oc1ccccc1/C=N/Nc1nc2ccccc2o1` is listed with -2.0	107	-3	0	0	3	25	-1	0.1	1

This is a subset, so the mix of outcomes need not match the whole.
